C2C12 statin: suppressors of statin myotoxicity in C2C12 myotubes, primary screen, cell-based, single point, plate reader. C2C12 myotubes + simvastatin, ATP luminescence, 48 h; scaled: DMSO 0, geranylgeraniol control 100. rescue of ATP level, % at 7.49 µM. hit rate 0.78% among 330,000. AID 602340, 2012;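 active = mean ATP rescue above about 67%, or every replicate alone reaching that limit, limit read from the data, passing the limit was not always enough; inconclusive = no clear call, values can overlap the other calls; inactive = mean under the limit and some replicate under it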;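 also: myotubes were challenged with 10 µM simvastatin during compound exposure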
FN deposit inh: inhibitors of fibronectin matrix deposition, primary screen, AH1F cells, Alexa488-fibronectin fluorescence, plate reader; AH1F fibroblasts, overnight; inhibition, % at 12.6 µM; hit rate 0.086% among 350,000; AID 743247, 2014;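 active = mean inhibition across replicates of 30% or more, regardless of how many single replicates reach that level; inconclusive = mean under 30% yet at least half of replicates reach 30%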;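 also: positive control wells lacked labelled fibronectin entirely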
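Material – AH1F fibroblast monolayer, labelled fibronectin deposition · Reagent – labelled fibronectin 24 nM · Timing – 1 h adhesion, overnight exposure · Measured by – fluorescence at 485 nm excitation, 525 nm emission · Read-out – inhibition of fibronectin deposition signal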
PglD DTNB: C. jejuni PglD acetyltransferase inhibitors, primary screen, biochemical, DTNB colorimetric, single point; purified PglD enzyme, DTNB colorimetric CoA detection; UDP-N-acetylbacillosamine N-acetyltransferase PglD (Campylobacter jejuni); inhibition, % at 12.5 µM; hit rate 0.098% among 360,000; in the data active = inhibition above about 16%, passing the limit was not always enough; inconclusive = no clear call, values can overlap the other calls; also: strong numbers were not always called active
INS-1E GSIS act: GLuc luminescence reporter in INS-1E cells, primary screen for activators of glucose-dependent secretion of insulin. activation, % at 16.6 µM. INS-1E GLuc reporter insulin secretion, 2-3 h. hit rate 0.61% among 370,000;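 active = lowest replicate activation of at least 40%, so every replicate reaches that level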;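 also: 0% = median of neutral control wells and 100% = median of IBMX positive control wells; some compounds called inactive have numbers as strong as hits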
PGC1a acetyl inh: inhibitors of PGC1a acetylation signal, primary screen, cell-based, U2OS, AlphaScreen, inhibitor mode; inhibition, % at 15.6 µM; AlphaScreen anti-acetyl-lysine; with virally co-expressed GCN5 acetyltransferase; AID 651687, 2012; hit rate 0.17% among 350,000;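 active = every replicate shows inhibition of at least 40%; inconclusive = mean inhibition at least 40% but some replicate below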;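 also: 0% = neutral control wells and 100% = positive control wells; some results beyond the cut were filed as inactive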
Cneo AK release: Cryptococcus neoformans cell lysis inducers, primary screen, AK release luminescence, single concentration | C. neoformans lysis, adenylate kinase release luminescence, 4 h; normalised: neutral wells 0, clomiphene wells 100 | lysis activity, % at 15 µM | hit rate 0.2% among 360,000 | AID 651654, 2012;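 active = mean lysis activity across replicates of at least 80%, whatever share of replicates individually reach that level; inactive = mean lysis activity below 80%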
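Schedule: static 4 h at 37 °C with compound, 1 h detection; system: C. neoformans cells; benchmarks: Clomiphene as positive control; buffer or medium: fresh YPD medium; measure: luminescence rise reflecting yeast cell lysis; measured by: luminescent adenylate kinase detection reagent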
CFTR F508del cor: F508del CFTR correction, initial screen, CFBE line, single point. CFBE cells, YFP halide quenching; stimulated with forskolin plus potentiator P3; % fluorescence drop versus neutral controls. hit rate 0.36% among 350,000. activity (quench increase), % at 7.58 µM;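 active = mean added fluorescence quench of at least 8% versus neutral control, with both replicates also reaching 8%; inconclusive = only one of the mean or replicate conditions met; inactive = mean below 8% and not both replicates reaching 8%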;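 also: cells transiently co-express mutant CFTR-F508del with the halide-sensitive YFP; corrector assay measuring rescue of mutant channel to the surface after 24 h compound exposure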
miR122 inh: miR-122 Renilla sensor signal increase in Huh7, primary screen, miR-122 inhibitor project, cell-based, single point, plate reader. Huh7 miR-122 Renilla luciferase sensor, 48 h; neutral wells = 0, positive control = 100. activation (reporter increase), % at 12.5 µM. hit rate 0.3% among 340,000. AID 602342, 2012;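 active = mean replicate activation score at least 90 and every replicate individually at or above 90; inconclusive = only one of the two criteria met; inactive = neither criterion met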;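 also: higher luciferase means less miR-122 activity so hits act as miR-122 inhibitors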
* hit, by the source's call; u = inconclusive; x = no result given; [ ] = another dose, or the depositor's remark.

SMILES | C2C12 statin | FN deposit inh | PglD DTNB | INS-1E GSIS act | PGC1a acetyl inh | Cneo AK release | CFTR F508del cor | miR122 inh
O=C(NCc1ccccc1Cl)C1CCCN(S(=O)(=O)c2cccc3nonc23)C1 (stereo unspecified) | -2 | 6 | -1 | 9 | 2 | 1 | -0.6 | 4
CO[C@@H](C(=O)N(C)C[C@@H]1OCc2ccccc2-c2ccccc2C(=O)N([C@H](C)CO)C[C@@H]1C)c1ccccc1 | 18 | -10 | -2 | 6 | 5 | -3 | -2.1 | x
Cc1n[nH]c(C)c1Cc1c(F)cccc1Cl | x | 9 | x | 5 | 5 | x | -2.5 | x
COCCCn1c(SCC(=O)Nc2nnc(C)s2)nnc1-c1ccoc1C | -8 | x | -2 | 9 | 6 | -1 | x | 1
CC(C)NC(=O)N(C)C[C@@H]1Oc2ccc(NC(=O)Nc3ccc(F)cc3)cc2CC(=O)N([C@H](C)CO)C[C@H]1C | -4 | x | 0 | 12 | -5 | -2 | 0.3 | -2[16.7 µM]
O=C(Oc1ccc(Br)cc1)C1CCN(C2=NS(=O)(=O)c3ccccc32)CC1 | 2 | 3 | 0 | 4 | x | 3 | 3.6 | x
Cc1nc(Cl)c(S(N)(=O)=O)c(C)c1Cl | x | -9 | x | 3 | 3 | x | 7.0 | -6
O=C(CSc1nc2ccccc2o1)NCCOc1ccccc1 | -8 | x | -1 | x | 8 | 7 | x | -5
O=C(Cc1ccc(-n2c(=S)[nH]c3ccccc3c2=O)cc1)N1CCC(N2CCCCC2)CC1 | -4 | -6 | 0 | x | -7 | 1 | x | -7
O=C(c1ccncc1)N1CCN(CCc2ccccc2)CC1 | -5 | -6 | -4 | -11 | x | 0 | -1.0 | -3
CCOc1ccc(N(C)S(=O)(=O)c2cc(-c3cc(C)no3)ccc2OC)cc1 | -7 | 7 | -1 | -16 | -54 | 6 | 0.6 | 4
COC(=O)NNC(=O)COc1cc(C)ccc1C | -1 | -13 | 1 | 6 | 3 | -1 | x | -4
O=C(Nc1cccc(OC(F)(F)F)c1)C1Cc2c(-c3ccc4c(c3)OCO4)ccnc2O1 (stereo unspecified) | -3 | -4 | -3 | -34 | -11 | 7 | -2.8 | 5
CCc1nc(SCc2ccc(Br)cc2)n[nH]1 | u | 0 | 6 | -13 | -3 | -2 | 0.1 | 2
COc1cc(Cl)c(C)cc1NC(=O)CSc1nnc(CN2CCCC2)o1 | 6 | -5 | 2 | 7 | x | 0 | -1.9 | 3
COc1cccc(C(=Cc2ccc([N+](=O)[O-])cc2)C(=O)O)c1 | 4 | -3 | -3 | 17 | x | 3 | -1.1 | -6
CCc1nc(SCc2ccccc2)n[nH]1 | -8 | 0 | -7 | -5 | 12 | -1 | -0.8 | -6
CNC(=O)COC(=O)c1nc(-n2nc(C)cc2C)ccc1Cl | 80* | x | 3 | 13 | -31 | 1 | x | -1
COc1cc([N+](=O)[O-])ccc1NC(=O)CCCOc1ccccc1 | 4 | 7 | -3 | x | 9 | 0 | x | -2
COc1ccc(S(=O)(=O)N2CCc3ccccc32)cc1[N+](=O)[O-] | 21 | 0 | -3 | 0 | -14 | 8 | 1.0 | x
O=C(CNS(=O)(=O)c1c(Cl)cccc1Cl)OCC(=O)c1ccc[nH]1 | -12 | -5 | -6 | -3 | 6 | 2 | -1.4 | -2
C[C@@H]1CN([C@@H](C)CO)C(=O)c2cccc(N(C)C)c2O[C@H]1CN(C)C(=O)NC1CCCCC1 | 17 | 4 | 0 | -11 | 0 | -1 | 2.0 | 7[16.7 µM]
CN(CCC#N)S(=O)(=O)c1ccc2c(c1)c(=O)n(C)c(=O)n2C | -4 | 4 | 3 | x | -2 | -1 | x | -12
COc1cc2c(cc1OC)CN(C1CCC(C)CC1)CC2 (stereo unspecified) | -8 | -8 | 5 | -1 | -15 | 1 | 0.0 | 14
CC(C)CC1C(C#N)=C(N)SC(N)=C1C#N | -13 | x | 1 | -18 | -1 | x | x | -22
O=C(CN1CCOCC1)N[C@H]1CC[C@@H](CCNC(=O)C2CCCC2)O[C@@H]1CO | 2 | -4 | 1 | 12 | 5 | -5 | -0.2 | 9[16.7 µM]
C[C@@H]1CN([C@H](C)CO)C(=O)c2cc(-c3ccccc3)cnc2O[C@H]1CN(C)C(=O)Nc1ccccc1F | 13 | -24 | -1 | -11 | -1 | 4 | -1.2 | 7[16.7 µM]
Cc1onc(-c2ccccc2)c1C(=O)OCC(=O)c1ccc(F)cc1 | 6 | 13 | -3 | 2 | x | 0 | -0.2 | 3
O=C(NCCCN1CCOCC1)NC12CC3CC(CC(C3)C1)C2 | x | x | 4 | x | -4 | 1 | x | -3
COc1ccc(NC(=O)c2cc(S(=O)(=O)N3CCCC3)ccc2OC)cc1 | -8 | -5 | 0 | -5 | -7 | 2 | -0.6 | -1
COCCNC(=O)C[C@@H]1C[C@H]2c3cc(NS(C)(=O)=O)ccc3O[C@H]2[C@@H](CO)O1 | -8 | -15 | -2 | 11 | 17 | 17 | 2.7 | -6[16.7 µM]
CC(C)N(Cc1ccccc1)C(=O)CCc1ccccc1 | -5 | x | 1 | 22 | -3 | 0 | -1.0 | 1
CCOc1ccc(NCCC(=O)c2ccc3c(c2)OCO3)cc1 | -6 | x | 5 | 4 | -13 | 2 | 0.8 | 1
C[C@@H]1CCCCO[C@@H](CN(C)C(=O)c2ccccc2)[C@@H](C)CN([C@H](C)CO)C(=O)c2cc(NS(=O)(=O)c3ccccc3)ccc2O1 | x | -7 | 1 | -7 | 10 | -1 | -0.2 | -2[16.7 µM]
C[C@H]1CN([C@@H](C)CO)C(=O)c2cc(NC(=O)Cc3ccccc3)ccc2O[C@H]1CN(C)C(=O)Nc1ccc(F)cc1 | 1 | -6 | 11 | 12 | -2 | -2 | 3.4 | 6[16.7 µM]
C=CCSc1nnc(NC(=O)CCNC(=O)c2ccco2)s1 | -5 | -7 | 3 | 3 | x | 0 | -3.3 | -3
O=C(NCCS(=O)(=O)N1CCN(Cc2ccccc2)CC1)c1ccccc1 | x | 4 | -1 | 2 | x | 2 | -0.7 | x
C[C@H](CO)N1C[C@H](C)[C@@H](CN(C)S(=O)(=O)c2cn(C)cn2)OCCCC[C@H](C)Oc2ccc(NS(=O)(=O)c3ccc(F)cc3)cc2C1=O | -35 | 5 | 0 | 3 | x | -4 | -0.7 | 4[16.7 µM]
CN(C(=O)c1ccc(NC(=O)Cc2ccc(NC(=O)C3CCCN(C(=O)c4ccccc4)C3)cc2)cc1)C1CC1 (stereo unspecified) | -6 | -1 | -5 | -5 | x | 6 | -1.0 | x
CC(=O)C1=C(C)N(Cc2ccccc2)C(=O)N[C@H]1c1cccc(C(F)(F)F)c1 | 8 | -9 | 2 | -8 | -8 | -1 | 2.2 | 1

Compound profiles (already shown). Order of screens: C2C12 statin	FN deposit inh	PglD DTNB	INS-1E GSIS act	PGC1a acetyl inh	Cneo AK release	CFTR F508del cor	miR122 inh
CC(C)N(Cc1ccccc1)C(=O)CCc1ccccc1 in the list: -5	x	1	22	-3	0	-1.0	1
C[C@H](CO)N1C[C@H](C)[C@@H](CN(C)S(=O)(=O)c2cn(C)cn2)OCCCC[C@H](C)Oc2ccc(NS(=O)(=O)c3ccc(F)cc3)cc2C1=O in the list: -35	5	0	3	x	-4	-0.7	4[16.7 µM]

(listing goes on)
SMILES | C2C12 statin | FN deposit inh | PglD DTNB | INS-1E GSIS act | PGC1a acetyl inh | Cneo AK release | CFTR F508del cor | miR122 inh
COc1ccc(C)cc1NC(=O)CO/N=C(\N)CC(=O)NC1CCCCC1 | 3 | 4 | 2 | 17 | 4 | 0 | -0.2 | 3
O=C(COCc1cc(-c2ccc3c(c2)OCO3)on1)Nc1cccnc1Cl | 0 | 4 | 4 | 15 | -8 | 2 | -0.9 | 2
Cc1cccc(C)c1NC(=O)CNC(=O)c1cn(-c2ccccc2)nc1-c1ccccc1 | -11 | -3 | 0 | -10 | x | 17 | -3.6 | x
c1ccc2nc(-c3ccc(N4CCOCC4)cc3)ccc2c1 | -19 | 2 | 1 | x | 4 | -1 | x | 6
COc1ccc(/C=C2\N=C(c3ccccc3Cl)NC2=O)cc1 | x | 3 | -6 | 0 | -16 | 2 | 4.5 | 1
COc1ccc(C2C(C(=O)c3ccco3)=C(O)C(=O)N2CCN2CCOCC2)c(OC)c1 (stereo unspecified) | -4 | 0 | -2 | 5 | x | 3 | -5.9 | x
CCC(=O)NC(=S)Nc1cccc(Cl)c1N1CCCCC1 | x | 9 | -1 | x | -18 | 10 | x | -7
NC(=O)C1CCN(C2OC(=O)c3ccccc32)CC1 (stereo unspecified) | 6 | x | 1 | x | -5 | 1 | x | 1
C[C@@H]1CN([C@@H](C)CO)C(=O)c2cc(NC(=O)CCC(F)(F)F)ccc2O[C@@H]1CN(C)C(=O)Nc1ccc(F)cc1 | 5 | x | 5 | 16 | 5 | -1 | -1.4 | 11[16.7 µM]
COc1ccc(OCc2nc(N)nc(Nc3cccc(C)c3C)n2)cc1 | 0 | x | -5 | x | -2 | 4 | x | -3
C=CCOc1c(Br)cc(CNn2nnnc2N)cc1OCC | x | x | 4 | x | -7 | 1 | x | 2
CO[C@H]1CN(C)C(=O)c2ccc(NS(C)(=O)=O)cc2OC[C@H](C)N(Cc2cncnc2)C[C@@H]1C | x | 0 | x | 2 | 3 | x | 0.4 | x
COc1ccc(OCC(=O)Nc2ccc3nc(C)sc3c2)cc1 | x | 2 | x | 2 | 8 | x | -1.0 | x
Cc1ccc(CNC(=O)c2ccc3c(=O)n4c(-c5ccc(C)cc5)csc4nc3c2)cc1 | -42 | 3 | -4 | 14 | -4 | 4 | -2.8 | 3
O=C(Nc1nnc(-c2ccco2)o1)C1CCCCC1 | x | -9 | -3 | 7 | -5 | 2 | -1.4 | -5
COc1ccccc1-c1nnc2sc(C3CCCCC3)nn12 | x | -4 | x | 52 | 24 | x | x | -2
O=C(Nn1cnnc1)c1ccc(Cl)cc1 | 1 | 8 | -4 | -1 | -2 | 6 | -0.8 | 1
CCOc1cc(/C=C/C(=O)c2ccc3c(c2)OCCO3)ccc1OCC(=O)N(C)C | 10 | 5 | -6 | -4 | x | -29 | -2.2 | x
COc1ccc(NC(=O)N[C@@H]2CC[C@H](CCNC(=O)CCN3CCCCC3)O[C@@H]2CO)cc1 | -6 | -11 | 0 | 2 | 1 | -14 | 0.1 | -3[16.7 µM]
Cc1ccc(NC(=O)CSc2ncc3ccccn23)cc1 | x | -10 | 5 | 0 | x | 1 | 0.7 | x
CN(CC(=O)NCCc1ccc(Cl)cc1)S(=O)(=O)c1ccc2c(c1)c(=O)n(C)c(=O)n2C | 7 | -6 | 1 | -12 | 31 | 11 | 0.6 | -7
COc1ccccc1CNC(=O)COc1cc(O)c2c(c1)OC(C)(C)CC2=O | 1 | x | 3 | -14 | -31 | -2 | 2.8 | 4
COc1ccccc1NC(=O)C1CC(=O)OC1c1ccccc1 (stereo unspecified) | x | x | 7 | 5 | 15 | 2 | x | -1
O=c1oc(-c2ccccc2NS(=O)(=O)c2ccc(Cl)cc2)nc2ccccc12 | 1 | -10 | x | -14 | -1 | x | -0.3 | x
